Screening data from PubChem.
NOD1 NF-kB reporter – NOD1 signaling inhibitors, primary screen, cell-based, luminescence, uHTS (AID 1578); NOD1-driven NF-kB luciferase reporter cells, luminescence; higher % means a stronger effect; one-dose inhibition, % at 4 µM; EC50 in µM for titrated hits; 1% of 290,000 active; in the data active means inhibition mostly above about 36%, no sharp cut-off; inactive means mostly below about 34%;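 further: HEK-293T reporter cells stimulated with the NOD1 agonist gamma-tri-DAP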
KOR beta-arrestin-1 – KOR antagonists, beta-arrestin recruitment, cell-based, luminescence, uHTS (AID 1778); KOR beta-arrestin recruitment, luminescence, antagonist mode; higher % means a stronger effect; inhibition, % at 10 µM; hits with a dose series show IC50 in µM; 0.091% of 290,000 active; further: strong numbers were not always called active
HEK293 NOD2/NF-kB – inhibition of NOD2-driven NF-kB reporter – cell-based, luminescence, uHTS, HEK293 (AID 1566); HEK293 NOD2/NF-kB luciferase reporter, luminescence; higher % means a stronger effect; inhibition, % at 4 µM; hits with a dose series show EC50 in µM; 0.63% of 290,000 active; further: many of its hits are not listed in these tables
GPR55 activation – GPR55 agonists via beta-arrestin recruitment, primary screen, imaging, U2OS cells, beta-arrestin-GFP redistribution (AID 1961); U2OS GPR55 beta-arrestin-GFP redistribution imaging; higher % means a stronger effect; activation, % at 10 µM; hits with a dose series show EC50 in µM; 0.048% of 290,000 active;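 active means activation above 40% with more than 50 cells counted in the well; inconclusive means wells holding fewer than 50 cells, flagged as toxic or sparse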;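 further: U2OS osteosarcoma cells stably expressing GPR55 and beta-arrestin-GFP; plate controls were DMSO negative control for no effect and LPI positive control for full effect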
ER stress rescue – rescue of cells from ER stress-induced death, primary screen, 384-well, CSM14.1, thapsigargin, ATP luminescence (AID 1222) | CSM14.1 thapsigargin-induced death rescue, ATP luminescence; higher % means a stronger effect | one-dose cellular ATP content (survival), % at 20 µM; EC50 in µM for titrated hits | 190,000 tested, under 10 active;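 active means EC50 below 50 µM in the dose-response confirmation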;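 further: death triggered by thapsigargin at about 15 µM added after 2 h compound pretreatment; cell ATP read after overnight thapsigargin exposure of roughly 18 to 22 hours; normalized against plate controls of thapsigargin alone and 5% DMSO vehicle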
Yfh1-depleted yeast – enhancers of respiration in Yfh1-depleted yeast, dose response, Friedreich's ataxia, plus single-dose screen (AID 1465). S. cerevisiae Yfh1-off respiration, WST-1 reduction, 72 h; higher fold induction means a stronger effect. one-dose fold induction at 50 µM; EC50 in µM for titrated hits. 0.074% of 220,000 active;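 active means fold induction of absorbance versus untreated yeast above a set limit, then at least 30% activation at any dose in follow-up; inconclusive means repeats straddling the limit, or above it without dose testing; inactive means fold induction below the set limit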;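 further: activators that raise dye reduction in frataxin-depleted yeast; strong numbers were not always called active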
NTR1 ag – NTR1-driven beta-arrestin-GFP spot formation – imaging, U2OS cells, high content, primary screen (AID 493036). agonist mode. activation, % at 20 µM. 0.17% of 330,000 active;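 active means activation at or above 40% of the spot to cytoplasm intensity ratio, with at least 20 cells analyzed; inconclusive means wells under 20 cells, flagged as cytotoxic or low count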;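 further: 0% = DMSO without peptide and 100% = 100 nM NTR1 peptide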
Target sequence (P30989 whole entry, looked up): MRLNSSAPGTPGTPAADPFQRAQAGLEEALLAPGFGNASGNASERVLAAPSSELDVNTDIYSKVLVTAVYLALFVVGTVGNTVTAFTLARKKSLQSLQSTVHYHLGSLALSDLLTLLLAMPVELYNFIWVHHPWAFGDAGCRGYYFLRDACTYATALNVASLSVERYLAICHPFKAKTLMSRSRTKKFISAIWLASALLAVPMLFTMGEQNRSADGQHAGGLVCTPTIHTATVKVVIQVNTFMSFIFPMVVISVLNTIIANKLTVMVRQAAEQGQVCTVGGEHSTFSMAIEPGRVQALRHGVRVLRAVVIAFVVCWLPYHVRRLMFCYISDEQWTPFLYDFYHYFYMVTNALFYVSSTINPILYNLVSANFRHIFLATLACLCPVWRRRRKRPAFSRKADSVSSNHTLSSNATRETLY
TNAP activators – stimulation of alkaline phosphatase TNAP activity – biochemical, luminescent, no phosphate acceptor, uHTS, primary screen (AID 1001); activation fold at 20 µM; hits with a dose series show EC50 in µM; 0.03% of 200,000 active; purified TNAP, luminescent activation assay, no phosphate acceptor; higher activation fold means a stronger effect; in the data active means activation fold from about 3, or a potency from the dose series; inactive means the rest, 99 in 100 with activation fold below about 1.6; further: many of its hits are not listed in these tables
KOR beta-arrestin-2 – kappa opioid receptor activators – cell-based, luminescence, uHTS, primary screen (AID 1777). KOR beta-arrestin recruitment, luminescence; higher % means a stronger effect. one-dose activation, % at 10 µM; EC50 in µM for titrated hits. 0.02% of 280,000 active; in the data active means activation above about 50%, passing the limit was not always enough; further: a part of the inactive calls stands beside numbers as strong as those of hits
NTR1 ag cell count 20 µM – also measured in NTR1 ag; calls as there; cell count; measured here: cell count, cytotoxicity flag
* hit, by the source's call; i = inactive; ? = inconclusive; · = no result given; [ ] = remark or other dose. Unless noted, no stated cut-off is given here; in the data, active means inhibition above about 50%; inactive means the rest. The list is partial; rates above refer to the full screens.

SMILES	NOD1 NF-kB reporter	KOR beta-arrestin-1	HEK293 NOD2/NF-kB	GPR55 activation	ER stress rescue	Yfh1-depleted yeast	NTR1 ag	NTR1 ag cell count 20 µM	TNAP activators	KOR beta-arrestin-2
COC(=O)C(O)(NC(=O)NC(C)=O)C(F)(F)F (configuration not stated)	-7%	17%	9%	-0.2%	0.6%	i	0.6	66	1.1	6.6%
COc1ccc2c(c1)Cc1sc(NC(=O)c3ccccc3)nc1-2	-95%	-32%	-40%	0.0%	-4.8%	i	10	72	1.1	1.1%
COc1cc(CN2CCNC(=O)C2CC(=O)NCCc2ncccc2C)cc(OC)c1 (configuration not stated)	-2%	-7%	7%	0.2%	-0.3%	i	-0.6	31	1.1	-2.8%
O=C(c1ccccc1OCc1ccccc1Br)N1CCN(c2ncccn2)CC1	7%	-34%	-1%	-0.2%	3.5%	i	-0.1	92	1	-4.9%
CCN(CC)c1ccc(/C=C(/C#N)C(=O)NCc2ccccc2)o1	-22%	20%	2%	0.0%	-0.6%	i	-4.1	100	0.8	-5.2%
NC(=O)CC(NC(=O)Cc1ccc(Br)cc1)c1ccc(N2CCCCCCC2)c([N+](=O)[O-])c1 (configuration not stated)	-30%	-20%[20 µM]	-6%	0.0%	·	·	8.5	58	·	-2.8%
COc1cccc(N2C(=O)C(CC(=O)Nc3ccc(F)cc3)N(C3CCCCC3)C2=O)c1 (configuration not stated)	-19%	-6%	8%	0.0%	4.5%	i	0.4	74	1.1	-0.6%
COc1ccccc1CCNC(=O)CSc1nc(-c2ccco2)cc(C(F)(F)F)n1	7%	-11%	-8%	0.4%	-1.3%	i	0.4	84	1.1	1.1%
COc1ccccc1C(=O)N/C(=C\c1cn(C)c2ccccc12)C(=O)N1CCOCC1	-22%	35%	16%	-0.2%	·	·	2.6	44	·	3.9%
Cc1ccc(C(=O)N(CC(=O)NC2CCCC2)Cc2cccs2)s1	-8%	-6%	-4%	-0.3%	-1.1%	i	-0.9	62	0.9	18%
CCc1ccc(CN2CCC(n3nccc3NC(=O)c3ccccc3C)CC2)cc1	6%	-30%	-5%	0.4%	·	·	0.5	55	·	6.5%
COC(=O)COc1ccc2c(-c3ccc(OC)cc3)cc(=O)oc2c1	2%	-6%	5%	-0.1%	-0.4%	i	0.9	50	1.1	-6.3%
O=C1ON=C(c2ccccc2)/C1=C/c1cccnc1	-29%	-15%	-1%	-0.2%	-0.6%	i	·	·	1.1	-2.0%
Cc1cccc(N(C)S(=O)(=O)c2nnc(NC(=O)c3ccco3)s2)c1	4%	-34%	8%	-0.1%	·	·	-0.8	51	·	-3.4%
Cc1ccccc1C(C(=O)NCc1ccco1)N(CC1CCCO1)C(=O)Cn1nnc2ccccc21 (configuration not stated)	19%	-28%	-3%	-0.3%	-0.2%	i	3.0	61	1.1	-2.3%
CCC1(c2ccccc2)NC(=O)N(CC(=O)Nc2ccc(S(N)(=O)=O)cc2)C1=O (configuration not stated)	-3%	-27%	3%	-0.2%	·	·	-0.3	69	·	0.6%
COc1ccc(/C=C/C(=O)OCC(=O)Nc2cc3oc4ccccc4c3cc2OC)cc1	-41%	-19%	3%	0.2%	-0.1%	i	19	55	1.1	-4.8%
CCOc1ccc(C2C(C(=O)c3cccs3)=C(O)C(=O)N2CCCn2ccnc2)cc1 (configuration not stated)	26%	-31%	0%	-0.1%	3.6%	·	-5.2	88	0.9	2.2%
O=C(O)CC1(CC(=O)Nc2ccc(F)c(Cl)c2)CCCCC1	-7%	11%	14%	-0.2%	·	i	2.2	58	·	-3.5%
Cc1cccc(N(C(=O)c2snc(C(N)=O)c2N)C(C(=O)NCC2CCCO2)c2ccc(N(C)C)cc2)c1 (configuration not stated)	-20%	-41%	9%	-0.1%	·	·	-0.1	50	·	1.6%
CCCCc1cc(=O)oc2cc(O)ccc12	-11%	-54%[20 µM]	10%	0.5%	0.7%	i	2.0	54	1.1	0.7%
c1ccc(Cn2nnc(CNc3ccccc3)c2-c2c(CNc3ccccc3)nnn2Cc2ccccc2)cc1	0%	14%	1%	0.3%	·	i	1.2	59	·	3.5%
O=C1Nc2ccc(Br)cc2C1=C1CCCCC1	-6%	-51%[20 µM]	6%	0.0%	·	·	3.9	43	·	-1.7%
CCOc1cccc(CNn2cnnc2)c1OCc1ccccc1	-11%	-14%	11%	-0.2%	0.3%	i	-1.7	60	1.1	2.5%
CCOc1ccc(CCNC(=O)C2CCN(c3ccc(N4CCOCC4)nn3)CC2)cc1OCC	19%	-10%	8%	-0.2%	-2.8%	·	1.9	52	1.1	-2.6%

Three records picked at random from those above:
SMILES	NOD1 NF-kB reporter	KOR beta-arrestin-1	HEK293 NOD2/NF-kB	GPR55 activation	ER stress rescue	Yfh1-depleted yeast	NTR1 ag	NTR1 ag cell count 20 µM	TNAP activators	KOR beta-arrestin-2
COc1cc(CN2CCNC(=O)C2CC(=O)NCCc2ncccc2C)cc(OC)c1 (configuration not stated)	-2%	-7%	7%	0.2%	-0.3%	i	-0.6	31	1.1	-2.8%
CCN(CC)c1ccc(/C=C(/C#N)C(=O)NCc2ccccc2)o1	-22%	20%	2%	0.0%	-0.6%	i	-4.1	100	0.8	-5.2%
O=C(O)CC1(CC(=O)Nc2ccc(F)c(Cl)c2)CCCCC1	-7%	11%	14%	-0.2%	·	i	2.2	58	·	-3.5%

(more compounds)
SMILES	NOD1 NF-kB reporter	KOR beta-arrestin-1	HEK293 NOD2/NF-kB	GPR55 activation	ER stress rescue	Yfh1-depleted yeast	NTR1 ag	NTR1 ag cell count 20 µM	TNAP activators	KOR beta-arrestin-2
CCOC(=O)c1c(C)c(C(=O)NC2CCCCCC2)c(C)n1C	-23%	7%	-7%	-0.1%	3.1%	i	·	·	1.1	1.6%
O=C(COC(=O)CCNS(=O)(=O)c1ccc2c(c1)OCCO2)NC1CCCc2ccccc21 (configuration not stated)	2%	-3%	12%	0.2%	-0.1%	i	-3.7	12	1.2	-2.0%
CCOCCCNC(=O)c1cn(C)c2ccc(S(=O)(=O)N3CCCC3)cc2c1=O	-10%	22%	21%	1.1%	·	·	-0.3	66	·	-6.5%
COC(=O)c1ccc(NC(=O)NC2CCCCC2)cc1	-61%	7%	-28%	-0.1%	-4.7%	?	0.5	44	1.1	6.5%
CCC(C)N1C(=S)SC(C)(C)C1N(O)C(=O)NC1CCCCC1 (configuration not stated)	12%	29%	16%	0.3%	·	i	0.4	34	·	-1.6%
CC1=CC=CC2=NC(=O)CC(C)(C(=O)O)N12 (configuration not stated)	-14%	-14%	20%	-0.2%	-1.0%	i	-1.4	63	1	-3.5%
OC[C@H]1O[C@@H](Oc2cc(O)cc(/C=C/c3ccc(O)cc3)c2)[C@H](O)[C@@H](O)[C@@H]1O	-1%	11%	-4%	-0.5%	-0.2%	i	·	·	1.1	-7.3%
Cc1cccc(NNC(N)=S)c1	2%	11%	-17%	-0.1%	-1.4%	i	-0.6	49	1	-0.5%
CCOc1ncccc1C(=O)N(C)CC(=O)Nc1ccc(F)cc1	-11%	-6%	11%	-0.1%	2.9%	i	1.0	47	1.1	-5.1%
COc1ccc(C2=C(CC(=O)O)C(=O)CC2)cc1	-16%	6%	15%	0.0%	-2.1%	i	1.5	39	1	6.6%
Cc1cccc(N2CCN(C(=O)c3ccc(CS(=O)Cc4cccc(Cl)c4)o3)CC2)c1C (configuration not stated)	-3%	-26%	20%	-0.3%	·	·	7.7	61	·	0.8%
Cn1cc([N+](=O)[O-])c(C(=O)NCc2ccccc2)n1	-6%	11%	-2%	-0.1%	·	i	-0.6	47	·	-2.9%
Cc1ccc(S(=O)(=O)Nc2c(C)nc3nc(C)[nH]n3c2=O)c(C)c1	-8%	-27%	21%	-0.2%	·	·	-0.4	51	·	-3.1%
Cc1cc(=O)[nH]c(-c2ccc(C(F)(F)F)cc2)n1	4%	22%	7%	0.6%	·	i	-0.1	36	·	2.6%
CCOC(=O)C1CCN(c2ncnc3c2cnn3-c2ccc(OC)cc2)CC1	4%	24%	24%	0.1%	-0.7%	·	4.3	62	1	-2.8%
COc1ccc(C(=O)C(Sc2nnc(C)c(=O)[nH]2)c2ccc(OC)cc2)cc1 (configuration not stated)	3%	3%	11%	-0.1%	·	i	-0.5	66	·	3.2%
CCCN1C/C(=C/c2cccc([N+](=O)[O-])c2)C(=O)/C(=C/c2cccc([N+](=O)[O-])c2)C1	12%	7%	4%	0.3%	4.9%	i	·	·	1.1	-3.8%
O=C(CSc1n[nH]c(-c2ccncc2)n1)Nc1ccccc1C(F)(F)F	-20%	94%	-3%	0.0%	·	·	-0.4	49	·	-0.3%
Cc1ccc(NC(=O)C2C(=O)N(CCO)C3(C)CC2c2ccccc2O3)cc1 (configuration not stated)	-32%	30%	2%	0.6%	-1.0%	i	-0.7	75	1.2	0.6%
O=C(O)c1cccc(S(=O)(=O)NCc2cccs2)c1	-10%	-14%	8%	-0.2%	-1.2%	i	0.8	65	1.1	-2.3%
c1ccc(COn2c(-c3ccccc3)nc3c2CCc2nonc2-3)cc1	-5%	-20%	-8%	0.1%	1.9%	i	3.5	63	1.1	-1.0%
N#Cc1nc(-c2cccc3ccccc23)oc1NCCN1CCOCC1	-11%	-14%	-10%	-0.3%	1.6%	i	3.0	48	1.1	2.1%
CCCN1C(=O)/C(=C\c2ccncc2)SC1=Nc1ccccc1	60%	-39%	-3%	0.0%	-5.9%	i	14	35	1	4.7%
CCCn1c(SCC(=O)Nc2ccc(OCC)cc2)nnc1C(C)C	-26%	-8%	8%	-0.3%	-2.3%	i	-0.8	88	1.1	-1.4%
O=C(Cc1ccccc1)NCCc1cn2ccsc2n1	-4%	-26%	-1%	-0.1%	-1.0%	i	-2.5	48	0.8	3.5%
O=C(CN(C(=O)Cn1nnc(-c2ccc(F)cc2)n1)c1ccc(F)cc1)NC1CCCC1	23%	-5%	13%	-0.1%	·	·	0.2	50	·	2.2%
CCOC(=O)C1(P(=O)(c2ccc(Cl)cc2)c2ccc(Cl)cc2)CCC1	16%	0%	-15%	-0.1%	-0.4%	i	-0.3	40	1	-2.6%
O=C(CCCCC(=O)NC1CCCC1)NC1CCCC1	-21%	1%	10%	-0.2%	-0.7%	i	0.8	51	1.1	0.7%

Full records, quoted from the list. Values in the order: NOD1 NF-kB reporter	KOR beta-arrestin-1	HEK293 NOD2/NF-kB	GPR55 activation	ER stress rescue	Yfh1-depleted yeast	NTR1 ag	NTR1 ag cell count 20 µM	TNAP activators	KOR beta-arrestin-2
Listed for O=C(O)c1cccc(S(=O)(=O)NCc2cccs2)c1 → -10%	-14%	8%	-0.2%	-1.2%	i	0.8	65	1.1	-2.3%
Listed for CCOc1ncccc1C(=O)N(C)CC(=O)Nc1ccc(F)cc1 → -11%	-6%	11%	-0.1%	2.9%	i	1.0	47	1.1	-5.1%
